Bioassay records as filed in PubChem.
H9c2 TAG inh: reduces triacylglycerol accumulation in H9c2 cells | Nile Red lipid (TAG) fluorescence; cells loaded with 200 µM oleic acid | inhibition, % at 12.5 µM | hit rate 0.66% among 230,000;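 active = pattern-corrected inhibition of lipid staining of at least 50% with the nuclear-stain viability signal not falling by more than 50%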;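 note: 0% = DMSO wells and 100% = triacsin C control wells; some results filed as inactive read as strong as hits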
H9c2 TAG inh DAPI viability: recorded beside H9c2 TAG inh, whose call it bears; DAPI nuclei signal change (viability), lower = more cytotoxic, %;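 whole-well DAPI fluorescence read on a plate reader as a viability signal; minus 50 percent equals half of cells still viable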
* = called active by the depositor. Not all compounds are listed; rates above refer to the full screens.

Molecule,H9c2 TAG inh,H9c2 TAG inh DAPI viability
Cc1ccc(-c2csc(NCCn3c(-c4ccncc4)nc4ccccc43)n2)cc1,12,-1
CC(C)C(Nc1ccc(S(=O)(=O)N2CCOCC2)cc1[N+](=O)[O-])C(=O)O (configuration not stated),-10,4
CC(Nc1ccccc1N1CCCCC1)C(=O)N1CCc2ccccc21 (configuration not stated),-17,10
COc1cccc(-c2nc(NC(C)(C)C)c3ccccc3n2)c1O,23,8
Cc1ccc2nc(Cl)c(C3CC(c4ccco4)=NN3C(=O)CCCC(=O)O)cc2c1 (configuration not stated),1,6
CCOC(=O)C12CNC(=O)C(C(=O)OCC)(CNC1=O)C2,-21,1
CCN(C(=O)CSc1n[nH]c(N)n1)c1cccc2ccccc12,-4,2
CC(C#N)Sc1ccc(S(=O)(=O)N2CCCCC2)cn1 (configuration not stated),-10,-5
C[C@H]1CCCCO[C@H](CN(C)CC2CCCCC2)[C@@H](C)CN([C@@H](C)CO)C(=O)c2cc(NS(=O)(=O)c3ccccc3)ccc2O1,57*,-30*
COc1cccc(CC(Cc2nc3ccccc3[nH]2)c2nc3ccccc3[nH]2)c1 (configuration not stated),-9,4
O=C(COC(=O)CC1SC(N2CCCC2)=NC1=O)Nc1ccc(Br)cc1 (configuration not stated),-7,1
COCCNC(=O)C1(C)CCN(C(=O)c2cc(C)n(C(C)(C)C)n2)C1 (configuration not stated),7,-1
COc1ccccc1/C=C/C=N/n1c(-c2n[nH]c3c2CCC3)n[nH]c1=S,7,2
O=C(Nc1ccc(-n2ccc(C(F)(F)F)n2)cc1)c1cccs1,-23,0
COc1cc(CCCN2C(N)=NC[C@@H]2c2ccccc2)cc(OC)c1OC,12,-3
O=C(CC1SCCNC1=O)Nc1cc(Cl)cc(Cl)c1 (configuration not stated),-19,8
CCOC(=O)N1CCN(C(=O)c2ccc3ccccc3c2)CC1,1,2
Nc1ccccc1CNc1nc(NCCO)nc2c1ncn2CCN1CCOCC1,19,-8
CCn1c(C)nc2cc(C(=O)N/N=C(\C)c3ccc(N4CCOCC4)cc3)ccc21,3,4
CSC1=NC(C(Cl)(Cl)Cl)N=C(c2ccc(C)cc2)N1 (configuration not stated),56*,-33*
O=C(CCC(=O)N1CCSc2ccccc21)Nc1cccc(F)c1,-5,-10
Cc1ccc(Nc2nc(N)c3ccccc3n2)cc1C,-7,22
O=C(OCc1cccc(F)c1)c1cc2ccccc2cc1O,-1,4
CCCCCC(=O)Nc1cccc(C2=NOC3(C2)C[C@@H](C(N)=O)N(C(=O)CC(c2ccccc2)c2ccccc2)C3)c1 (some centres not stated),10,-1
CNC[C@@H]1Oc2ccc(NC(=O)Nc3c(C)noc3C)cc2CC(=O)N([C@H](C)CO)C[C@H]1C,4,-3
Cc1cccc(OCC(=O)OCC(=O)N2CCCc3ccccc32)c1C,-8,4
CCOC(=O)/C(C#N)=C1/C(=O)N(Cc2ccccc2)c2ccccc21,-7,-6
CCn1c(SCC(=O)Nc2ccccc2)nnc1-c1cccs1,-3,-2
Cc1cc(C(=O)Nc2ccccc2Cl)c2ccccc2n1,-9,0
CCN(CC)C(=O)[C@H]1CC(CC(=O)NCCCn2ccnc2)C(=O)N2CCc3c([nH]c4ccc(OC)cc34)[C@]12C (some centres not stated),15,-10
Cc1ccc(S(=O)(=O)Nc2ccc3c(c2)n(C)c(=O)n3C)c(C)c1,-6,13
COc1ccc(C)cc1NC(=O)c1ccc2c(c1)C(=O)N(Cc1ccncc1)C2=O,-3,1
COc1ccc(CC(N)c2csc(NC(=O)NC(c3ccccc3)c3ccccc3)n2)cc1 (configuration not stated),125,-74
COc1ccc(CN2C(=O)[C@@H]3Cc4c([nH]c5ccccc45)C(C)(C)N3C2=O)cc1,-22,-2
Cc1ccc(S(=O)(=O)N2CCC(C(=O)NCCN3CCOCC3)CC2)cc1C,7,1
NC(CSCc1cccc(Br)c1)C(=O)O (configuration not stated),-17,-9
CN(CCO)CCOCCOc1cccc2ccccc12,19,-5
COc1ccc(OC)c(CCNC(=O)Cc2ccc(NC3=NC4CS(=O)(=O)CC4S3)cc2)c1 (configuration not stated),-16,8
Clc1ccc(-c2nnc3n2CCCS3)cc1,1,10
OC[C@H]1OC(Nc2ccc(N=Nc3ccccc3)cc2)[C@@H](O)[C@@H](O)[C@@H]1O (some centres not stated),15,-2
O=C(CSc1ccccc1C(=O)N1CCCCC1)NCC1CCCCC1,-3,-11
COc1ccc(CNc2nc(-c3cccnc3)nn2S(C)(=O)=O)cc1,-6,2
CCOC(=O)c1ccccc1NC(=O)COC(=O)CC1CCCCC1,-9,10
O=C(CN1C(=O)c2ccccc2C1=O)NC(Cc1ccccc1)C(=O)O (configuration not stated),6,3
CC(Oc1ccc(F)cc1)C(=O)N1CCN(c2ncccn2)CC1 (configuration not stated),1,1
Nc1ncnc2c1ncn2[C@@H]1O[C@H](CN=C2NS(=O)(=O)c3ccccc32)[C@@H](O)[C@H]1O,9,0
CCOC(=O)c1c(NC(=O)C(C)OC(=O)c2ccc(NC(=O)CC#N)cc2)sc2c1CCCC2 (configuration not stated),6,-7
COc1ccc(OCCOC(=O)c2cccs2)cc1,-7,-15
O=C1CC(NS(=O)(=O)c2ccc(F)cc2)CN1c1ccc2c(c1)OCCO2 (configuration not stated),9,-4
Fc1ccc(CN2CCCCCCC2)c(F)c1,17,-3
CC(=O)N1CCC(=O)Nc2ccc([N+](=O)[O-])cc21,0,12
CCOC(=O)c1ccc(S(=O)(=O)N2CCC(C(=O)NCc3ccccc3OC)CC2)cc1,-11,0
C/C(=N\NC(=O)c1ccc(Br)o1)c1cc2c(cc1NC(=O)CCC(=O)O)OCO2,0,5
Cc1nc(C2CCCCC2)c(-c2ccccc2)c(N2CCOC2=O)c1C,10,-2
CN1c2ccccc2C(C)(C)C12C=Nc1c(ccc3ccccc13)O2 (configuration not stated),-17,1
CC(CN1CCN(C)CC1)OC(=O)c1cccc(Cl)c1 (configuration not stated),-7,3
CCC(C)(NC(=O)c1ccccn1)C(=O)NC1CCCCC1 (configuration not stated),-2,-1
COc1ccc(-c2csc(C(C#N)=C(O)CSc3nccn3C)n2)cc1OC,-6,-1
CN1CCN(C2CC(=O)N(c3ccc4c(c3)OCCO4)C2=O)CC1 (configuration not stated),-12,1
OCC1(CCOc2ccccc2)CCN(Cc2ccc3cccc(F)c3n2)CC1,5,-4

Sorted by length of the SMILES (ascending): 3 of the compounds above
Molecule,H9c2 TAG inh,H9c2 TAG inh DAPI viability
CCC(C)(NC(=O)c1ccccn1)C(=O)NC1CCCCC1 (configuration not stated),-2,-1
CCOC(=O)c1ccccc1NC(=O)COC(=O)CC1CCCCC1,-9,10
CCOC(=O)c1c(NC(=O)C(C)OC(=O)c2ccc(NC(=O)CC#N)cc2)sc2c1CCCC2 (configuration not stated),6,-7

Returning to the listing, starting 6 compounds before the break.
Molecule,H9c2 TAG inh,H9c2 TAG inh DAPI viability
CN1c2ccccc2C(C)(C)C12C=Nc1c(ccc3ccccc13)O2 (configuration not stated),-17,1
CC(CN1CCN(C)CC1)OC(=O)c1cccc(Cl)c1 (configuration not stated),-7,3
CCC(C)(NC(=O)c1ccccn1)C(=O)NC1CCCCC1 (configuration not stated),-2,-1
COc1ccc(-c2csc(C(C#N)=C(O)CSc3nccn3C)n2)cc1OC,-6,-1
CN1CCN(C2CC(=O)N(c3ccc4c(c3)OCCO4)C2=O)CC1 (configuration not stated),-12,1
OCC1(CCOc2ccccc2)CCN(Cc2ccc3cccc(F)c3n2)CC1,5,-4
COc1ccc(N(CC(=O)Nc2ccc3c(c2)OCO3)S(C)(=O)=O)c(OC)c1,-13,-8
O=C(N/N=C/c1ccccn1)NC12CC3CC(CC(C3)C1)C2,-14,8
CC(C)OC(=O)c1cn(-c2ccccc2)nc1-c1ccco1,12,-10
COc1ccccc1/C=N/Nc1nc(C)cc(=O)[nH]1,12,-12
CN(c1ccc(C(=O)NC2CCCC2)cc1)S(=O)(=O)c1ccc(Cl)cc1,-7,3
CN(C)c1cc[nH]c(=O)c1C#N,-1,-7
CCOc1c(C(N)=O)c(-c2ccccc2)c2c(=O)[nH]c3ccccc3n12,2,28
CCCOc1ccc(-c2nnc(N)s2)cc1,10,-5
CCOC(=O)C1CCN(CC(=O)Nc2cc(S(=O)(=O)N3CCOCC3)ccc2C)CC1,0,-4
CC(O)(c1ccc(F)c(F)c1)c1nc(/C=C/c2ccccc2)cs1 (configuration not stated),-17,8
Cc1ccccc1OCCNCC(C)O (configuration not stated),25,-18
COc1ccc(C(C)(NC(C)=O)c2nc(-c3ccncc3)cs2)cc1 (configuration not stated),9,-2
COc1cccc(C(=O)OCC(=O)c2c[nH]c3ccccc23)c1O,-2,-1
COc1ccccc1CN1C(=O)[C@H]2Cc3c([nH]c4ccccc34)C(C)(C)N2C1=O,-5,-4
Cc1nnc(Nc2ccc(C(=O)NCCO)cc2)c2ccccc12,3,4
O=[N+]([O-])c1ccc(Nc2nc(NC3CCCCC3)nc(N3CCCC3)n2)cc1,61*,-14*
Cc1nc(Sc2ccc(Cl)cc2)c(C#N)c(C)c1[N+](=O)[O-],16,16
C=CCNC(=O)/C=C/c1cccs1,7,-5
CC(=O)C1(O)C(C)CC2C3CC(F)C4(O)CC(O)CCC4(C)C3CCC21C (configuration not stated),10,4
COc1cc2cnncc2cc1OC,7,7
CS(=O)(=O)c1ccc(Cl)c(NC(=O)CSc2nc3ccccc3c(=O)n2Cc2ccco2)c1,-14,3
CCN(CC)S(=O)(=O)c1cc(C(=O)Nc2ccc(Cl)cn2)ccc1C,29,-15
CC[C@H]1CN2CCc3cc(OC)c(OC)cc3C2C[C@@H]1C[C@H]1NCCc2cc(OC)c(OC)cc21 (some centres not stated),106,-58
CCOc1ccc(NS(=O)(=O)c2ccc(C(=O)NCCCN3CCOCC3)cc2)cc1,7,8
COc1ccc(NS(=O)(=O)c2ccc(/C=C/C(=O)O)cc2)cc1S(=O)(=O)N1CCOCC1,3,7
COc1cccc(CC(=O)OCC(=O)NCCc2ccc(F)cc2)c1,-7,3
O=C(NCc1cccnc1)c1ccc2c(=O)n(CCCN3CCCC3=O)c(=S)[nH]c2c1,-1,-2
CCOCCCNC(=O)c1cc2c(-c3ccc(Cl)cc3)nn(C)c2s1,32,1
COc1cc(Cl)c(C)cc1NC(=O)CC1SC(N2CCOCC2)=NC1=O (configuration not stated),13,-9
CC1(C(=O)OCC(=O)Nc2cc(S(=O)(=O)N3CCOCC3)ccc2Cl)CC1(Cl)Cl (configuration not stated),6,-2
CCN1CCN(C(=S)NC(CC(=O)c2ccccc2)c2ccccc2)CC1 (configuration not stated),1,4
CC(Sc1ccc(Cl)cc1)C(=O)Nc1ccc2c(c1)OCO2 (configuration not stated),-23,5
O=C(O)CCc1ccc(S(=O)(=O)Nc2cc(C(F)(F)F)ccc2N2CCCC2)cc1,4,-4
COc1ccc(CNC(=O)CC(C)c2ccccc2)cc1 (configuration not stated),-16,2
CCOC(=O)c1c(NC(=O)CSc2nnc(C)s2)sc2c1CCC(C)C2 (configuration not stated),5,2
FC(F)(F)c1cc(Oc2ccccc2)nc(-c2ccccn2)n1,3,-10
CSc1nc2[nH]c3c(c2c2ncnn12)CCCC3,-1,-1
CC(=O)c1ccc(NC(=O)CSc2nc(N3CCOCC3)nc(N3CCOCC3)n2)cc1,3,6
Cc1ccc(C(C(=O)NCC2CCCO2)N(Cc2ccccc2F)C(=O)Cn2nnc(-c3cccs3)n2)cc1 (configuration not stated),15,0
Cc1cc(=O)n2nc(-c3ccc(C(F)(F)F)cc3)sc2n1,-9,4
O=[N+]([O-])c1ccccc1NC(=S)N/N=C/c1ccc(O)c(O)c1,14,-7
O=C(Cn1nnc(-c2ccc(F)cc2)n1)Nc1ccc2c(c1)OCCO2,6,-6
Cc1ccc(NC(=O)CN(C)C(=O)COc2cccc3ccc(C)nc23)cc1,21,0
CCNC(=S)N(Cc1cc2cc(C)c(C)cc2[nH]c1=O)C1CCCC1,-14,3
CN(C)S(=O)(=O)c1ccc(Cl)c(NC(=O)CN2CCC(Cc3ccccc3)CC2)c1,-21,2

In the list so far, these have a tert-butyl group:
Molecule,H9c2 TAG inh,H9c2 TAG inh DAPI viability
COc1cccc(-c2nc(NC(C)(C)C)c3ccccc3n2)c1O,23,8
COCCNC(=O)C1(C)CCN(C(=O)c2cc(C)n(C(C)(C)C)n2)C1 (configuration not stated),7,-1
